Screens: PubChem, several laboratories
AI-2 QS modul: Vibrio harveyi AI-2 quorum sensing modulation | 0.4% of 300,000 active | activity change, % at 7.5 µM | Vibrio harveyi JMH597 AI-2 luminescence/OD600 ratio, 9 h; hits give low values; strain lacks LuxN and CqsS sensors; 0 = neutral-control median | AID 2094; in the data active = activity change below about -75%, passing the limit was not always enough;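 also: luminescence divided by OD600 gain over 9 h not by final OD600 alone; inactives centre near 13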
MrgX1 allo act: allosterically activates human MrgX1 receptor signaling. Q96LB2. MrgX1-HEK293, Fluo-4 calcium flux, FDSS; hits give high values. B-score at 10 µM. 0.63% of 310,000 active;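 active = plate-corrected calcium response at least 3 library SD above typical, normal starting fluorescence, not activating the receptor alone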;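 also: compound read alongside a low EC10 to EC30 dose of BAM8-22 agonist; peak minus trough fluorescence over baseline measured at the second addition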
MrgX1 antag: blocks BAM8-22 activation of human MrgX1 receptor. Q96LB2. MRGX1-HEK293 calcium flux, Fluo-4, BAM8-22 antagonism; hits give low values. B-score at 10 µM. 1.3% of 310,000 active. AID 588676;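 active = calcium-response B-score plate-corrected more than 3 library SD below zero, starting fluorescence within 5 deviations, no agonist response on first addition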;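 also: peak minus trough fluorescence over baseline after final BAM8-22 challenge near maximal dose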
TRPC6 inh: inhibitors of mouse TRPC6 channel; HEK293-TRPC6, membrane potential dye, ACh-evoked depolarization; hits give low values; B-score at 10 µM; 1.1% of 310,000 active;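 active = B-score under library mean minus 3 SD, initial fluorescence not abnormally high, positive integrated signal ratio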;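 also: B-score derived from integrated fluorescence ratio over the kinetic read; more negative B-score means stronger inhibition of depolarization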
MrgX1 agonist: human MrgX1 receptor agonism, primary screen. MrgX1-HEK293 cells, Fluo-4 calcium fluorescence, agonist mode; hits give high values. B-score at 10 µM. 0.44% of 310,000 active. AID 588627;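 active = calcium response B-score plate-corrected fluorescence ratio at least 3 library SD, with starting fluorescence B-score inside 5 SD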
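times = overnight plating, then 30 min 37 °C plus 30 min room-temperature dye loading | assay system = stable human MrgX1 HEK293 cell line | input = fifteen thousand cells per well | signal = kinetic calcium dye fluorescence, Fluo-4 NW | dosing = compound delivered in addition one of three | read-out = B-scored fluorescence response ratio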
TRPC4 agonist: activators of mouse TRPC4 channel; Q9QUQ5; HEK293 TRPC4beta/mu-opioid, Fluo4 calcium fluorescence; hits give high values; B-score at 10 µM; 0.49% of 310,000 active; AID 2237;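 active = B-score above 5 SD of library B-scores, and initial fluorescence ratio not above library mean plus 5 SD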;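 also: positive B-score marks a calcium rise read as TRPC4 activation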
Target sequence (Q9QUQ5 whole entry, looked up): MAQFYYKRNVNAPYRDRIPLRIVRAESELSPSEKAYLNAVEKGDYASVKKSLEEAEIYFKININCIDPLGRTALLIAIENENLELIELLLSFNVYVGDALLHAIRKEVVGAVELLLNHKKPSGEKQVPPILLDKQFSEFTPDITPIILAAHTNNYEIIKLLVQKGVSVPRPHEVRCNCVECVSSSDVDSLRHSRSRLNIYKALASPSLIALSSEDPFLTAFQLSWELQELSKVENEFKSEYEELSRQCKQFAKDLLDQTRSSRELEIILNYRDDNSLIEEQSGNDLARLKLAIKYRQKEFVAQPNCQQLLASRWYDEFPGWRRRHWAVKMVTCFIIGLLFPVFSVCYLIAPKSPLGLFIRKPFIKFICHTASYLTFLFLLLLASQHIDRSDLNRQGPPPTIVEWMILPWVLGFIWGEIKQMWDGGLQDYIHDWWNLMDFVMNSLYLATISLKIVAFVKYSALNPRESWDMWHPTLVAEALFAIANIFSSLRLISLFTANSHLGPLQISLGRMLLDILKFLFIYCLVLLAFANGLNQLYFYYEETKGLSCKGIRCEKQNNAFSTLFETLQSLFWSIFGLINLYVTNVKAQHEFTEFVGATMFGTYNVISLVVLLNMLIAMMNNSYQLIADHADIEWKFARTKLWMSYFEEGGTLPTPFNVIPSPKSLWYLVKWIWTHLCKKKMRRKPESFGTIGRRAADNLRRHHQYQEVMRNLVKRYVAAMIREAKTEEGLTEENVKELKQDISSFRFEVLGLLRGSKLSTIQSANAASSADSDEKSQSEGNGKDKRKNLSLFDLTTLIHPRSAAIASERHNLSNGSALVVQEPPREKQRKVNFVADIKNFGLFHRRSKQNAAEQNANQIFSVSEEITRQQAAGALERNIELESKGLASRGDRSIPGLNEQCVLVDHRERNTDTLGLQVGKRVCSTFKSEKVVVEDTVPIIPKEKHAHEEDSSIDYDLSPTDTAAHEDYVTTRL
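Assay system: HEK293 stable line with TRPC4beta plus mu-opioid receptor. Times: dye 45 min RT, read 110 s. Measured by: kinetic Fluo4 calcium fluorescence. Measure: B score of integrated ratio. Controls: assay buffer as low control, maximal DAMGO as high control.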
PolyA inhibitor: yeast polyadenylation inhibition; S. cerevisiae SKY197-pL101 polyadenylation reporter, beta-gal luminescence; efflux-impaired pdr1/pdr3 knockout yeast; score 100 = 6 SD above DMSO; calls only at 12 µM; 0.02% of 300,000 active; AID 1875;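 active = lowest replicate activity score at least 50, where 100 means six control SD above control mean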;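 also: yeast exposed to compound for 9 h at 30 °C; higher score means more reporter readthrough which indicates perturbed polyadenylation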
TRPC4 block: TRPC4 (mouse) channel inhibition; Q9QUQ5; HEK293 TRPC4beta/mu-opioid, DAMGO-evoked Fluo4 calcium flux; hits give low values; B-score at 10 µM; 0.39% of 300,000 active; AID 2247;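 active = B-score over 3 SD under the library average, no early fluorescence shift, positive overall ratio signal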
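Assay system: HEK293 cells with stable TRPC4beta plus mu-opioid receptor expression; Probe or stimulus: DAMGO in two steps, submaximal then maximal; Dosing: single-point compound dosing; Measured by: Fluo4 calcium-dye fluorescence, kinetic read; Read-out basis: B score from integrated Fluo4 fluorescence ratio.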
TRPC6 act: activators of mouse TRPC6 channel. Q61143. HEK293-TRPC6 membrane potential dye fluorescence; hits give high values. B-score at 10 µM. 0.13% of 310,000 active. AID 2550;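 active = B-score of the integrated fluorescence ratio above library mean plus 3 SD, and starting fluorescence ratio within library mean plus 5 SD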;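 also: higher score means more depolarization so channel activation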
HIF activator: HIF pathway transcriptional activation; 0.32% of 300,000 active; U2OS HRE-luciferase reporter, luminescence; normalized: DMSO 0%, desferrioxamine 100%; activation, % at 7.5 µM (by protocol);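 active = mean activation of at least 10% of the iron chelator positive control signal, with at least half of replicates also reaching 10%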
TRPC4 PAM: TRPC4 (mouse) allosteric potentiation; AID 2227; 0.42% of 310,000 active; B-score at 10 µM; Q9QUQ5; HEK293 TRPC4beta/mu-opioid, DAMGO EC20, Fluo-4 Ca2+ flux; hits give high values;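 active = B-score of calcium response area above 5 SD of library B-scores, with initial fluorescence ratio within 5 SD of library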;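 also: B-score of integrated fluorescence ratio over time as area under calcium response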
* marks the source's active call; other numbers are inactive results; i = inactive.

SMILES	AI-2 QS modul	MrgX1 allo act	MrgX1 antag	TRPC6 inh	MrgX1 agonist	TRPC4 agonist	PolyA inhibitor	TRPC4 block	TRPC6 act	HIF activator	TRPC4 PAM
O=C1CC(N2CCN(Cc3ccccc3)CC2)C(=O)N1c1ccccc1 (stereo not given)	15.3	i	i	i	i	i	i	i	i	-1.1	i
O=C(Cn1c(=O)oc2ccccc21)Nc1ccc2c(c1)OCCO2	-1.1	i	i	i	i	i	i	i	i	0.5	i
O=C(CCCC(=O)OCC(Cl)=C(Cl)Cl)Nc1ccccc1F	8.6	i	i	i	i	i	i	i	i	0.2	i
CC1(C)C(C=C(Cl)Cl)C1C(=O)Nc1ccc(S(=O)(=O)Nc2ncccn2)cc1 (stereo not given)	22.0	i	i	i	i	i	i	i	i	-0.6	i
Cc1noc(C)c1CSCC(=O)Nc1nc2ccc(Oc3ccccc3)cc2s1	34.2	i	i	i	i	i	i	i	i	0.5	i
Cc1nn(Cc2c(Cl)cccc2Cl)c(C)c1NC(=O)c1sc2ccccc2c1Cl	8.8	i	i	i	i	i	i	i	i	-0.1	i
COCC(=O)n1cc(C(=O)OC)c2ccccc21	-6.2	i	i	i	i	i	i	i	i	0.4	i
Cc1ccccc1NC(=S)Nc1ccccn1	28.8	i	i	i	i	i	i	i	i	0.7	i
Cc1ccc2nc(-c3ccccc3)cc(C(=O)N3CCc4ccccc4C3)c2c1	21.9	i	i	i	i	i	i	i	i	0.2	i
COc1c(C)cc(C(=O)C2CCCN(C(=O)c3cccc(-n4cccn4)c3)C2)cc1C (stereo not given)	12.2	i	i	i	i	i	i	i	i	0.5	i
CCc1ccccc1N(CC(=O)N1CCc2ccccc2C1)S(C)(=O)=O	-2.2	i	i	i	i	i	i	i	i	-36.8	i
COc1ccc(CCCc2n[nH]c(=S)o2)cc1	12.6	i	i	i	i	i	i	i	i	0.7	i
C=CCNC(=O)C12CC3CC(C1)CC(C(=O)NCC=C)(C3)C2	23.9	i	i	i	i	i	i	i	i	0.1	i
COc1ccc(C(=O)Nc2cccc(-c3nnc(-c4ccco4)o3)c2)cc1	1.9	i	i	i	i	i	i	i	i	0.7	i
COc1ccc(-c2[nH]nc3c2C(c2ccccc2OC(=O)N2CCOCC2)C(C#N)=C(N)O3)cc1 (stereo not given)	13.1	i	i	i	i	i	i	i	i	-0.5	i
CCOc1cc(C)c(Cl)cc1S(=O)(=O)NCc1ccc2c(c1)OCO2	23.0	i	i	i	i	i	i	i	i	0.7	i
CCOC(=O)C1CCN(C(=O)CN(c2ccc3c(c2)OCO3)S(C)(=O)=O)CC1	12.4	i	i	i	i	i	i	i	i	0.1	i
Cc1ccccc1NC(=O)CSc1ccncc1	27.9	i	i	i	i	i	i	i	i	1.1	i
CCCCCCSc1ccc([C@H]2N[C@@](C)(C(=O)OC)[C@H]3C(=O)N(C)C(=O)[C@@H]23)cc1	25.4	i	i	i	i	i	i	i	i	0.8	i
Cn1c(=O)n(C)c2cc(S(=O)(=O)O)ccc21	10.8	i	i	i	i	i	i	i	i	-0.4	i
COCCNC(=O)c1ccc(C2SCC(=O)N2Cc2ccco2)cc1 (stereo not given)	13.6	i	i	i	i	i	i	i	i	-0.1	i
CCCNC(=O)c1nc(C)n(-c2ccc([N+](=O)[O-])cc2)n1	19.4	i	i	i	i	i	i	i	i	-0.3	i
COc1cc2c(cc1NC(=O)COC(=O)[C@@H](NS(=O)(=O)c1cccc(Cl)c1)C(C)C)oc1ccccc12	18.7	i	i	i	i	i	i	i	i	0.8	i
CCCCCC(=O)Nc1cccc(C2=NOC3(C2)C[C@H](C(N)=O)N(C(=O)CCCCC)C3)c1 (stereo not given in full)	26.0	i	i	i	i	i	i	i	i	0.6	i
CCOc1ccc(NS(=O)(=O)c2ccc(C(=O)N3CCCC3)cc2)cc1	36.2	i	i	i	i	i	i	i	i	-0.7	i

2 neighbouring compounds out of the list so far:
SMILES	AI-2 QS modul	MrgX1 allo act	MrgX1 antag	TRPC6 inh	MrgX1 agonist	TRPC4 agonist	PolyA inhibitor	TRPC4 block	TRPC6 act	HIF activator	TRPC4 PAM
COCC(=O)n1cc(C(=O)OC)c2ccccc21	-6.2	i	i	i	i	i	i	i	i	0.4	i
Cc1ccccc1NC(=S)Nc1ccccn1	28.8	i	i	i	i	i	i	i	i	0.7	i

(more compounds)
SMILES	AI-2 QS modul	MrgX1 allo act	MrgX1 antag	TRPC6 inh	MrgX1 agonist	TRPC4 agonist	PolyA inhibitor	TRPC4 block	TRPC6 act	HIF activator	TRPC4 PAM
COc1ccc(CCNC(=O)CSc2nc3[nH]ncc3c(=O)n2-c2ccccc2Br)cc1OC	10.4	i	i	i	i	i	i	i	i	-0.2	i
Cc1cc(C)n(CC(=O)Nc2ccc([N+](=O)[O-])cc2)n1	-6.9	i	i	i	i	i	i	i	i	-0.9	i
Cc1ccc(C)c(NC(=O)C2Cc3ccccc3CN2C(=O)OCc2ccccc2)c1 (stereo not given)	38.8	i	i	i	i	i	i	i	i	0.3	i
CCc1cccc(C)c1NC(=O)CN(C)S(=O)(=O)c1ccc(-c2ccc(=O)[nH]n2)s1	12.8	i	i	i	i	i	i	i	i	0.1	i
CN(CC(=O)Nc1ccc(N2CCOCC2)cc1)Cc1cc(=O)n2ccsc2n1	8.6	i	i	i	i	i	i	i	i	-0.3	i
CCOC(=O)/C(C#N)=C/c1ccc(OCC(=O)Nc2ccc(OC)cc2)c(OC)c1	21.8	i	i	i	i	i	i	i	i	0.7	i
CSc1ncccc1C(=O)OCC(=O)NCCC1=CCCCC1	29.1	i	i	i	i	i	i	i	i	-0.5	i
C[C@@H]1Cc2c(O)c(O)cc(O)c2C(=O)O1	30.1	i	i	i	i	i	i	i	i	-0.2	i
O=C(c1ccc(Cl)c(S(=O)(=O)N2CCCCCC2)c1)N1CCN(CCO)CC1	11.5	i	i	i	i	i	i	i	i	-0.4	i
CCCCc1ccc(NS(=O)(=O)N(C)C)cc1	-43.3	i	i	i	i	i	i	i	i	0.4	i
COc1ccc(/C=C2\SC(=O)N(CC(=O)N(C)C3CCS(=O)(=O)C3)C2=O)cc1 (stereo not given)	58.9	i	i	i	i	i	i	i	i	0.6	i
COC(=O)c1cc(=O)n(-c2ccc(C(F)(F)F)cc2)[nH]1	5.6	i	i	i	i	i	i	i	i	0.2	i
COc1ccc(/C=C/C2=NC(=C\N(C)C)/C(=O)O2)cc1	9.6	i	i	i	i	i	i	i	i	1.3	i
CCOc1nc(NCc2ccco2)nc(Nc2ccc(OC)cc2)n1	15.0	i	i	i	i	i	i	i	i	0.1	i
CCN(CC)S(=O)(=O)c1cccc(-c2n[nH]c(=S)n2C(C)COC)c1 (stereo not given)	25.6	i	i	i	i	i	i	i	i	-0.4	i
COc1ccc(/C=N/N=C/c2ccc(OC)cc2)cc1	21.2	i	i	i	i	i	i	i	i	-0.7	i
CCOc1ccc(N2CCc3c(C)nc(SC)nc32)cc1	-6.7	i	i	i	i	i	i	i	i	4.9	i
COCCN1Cc2c(sc(C)c2C)N(C(=O)c2ccccc2)C1	10.9	i	i	i	i	i	i	i	i	2.7	i
COCC(CN1CCN(C2=NS(=O)(=O)c3ccccc32)CC1)OC(=O)c1ccc(OC)cc1 (stereo not given)	17.3	i	i	i	i	i	i	i	i	1.2	i
COc1ccc(-c2c(C)nc3c(-c4ccc(F)cc4)cnn3c2N)cc1	-4.0	i	i	i	i	i	i	i	i	3.8	i
Cc1occc1-c1nnc(SCC(=O)c2ccc(F)cc2)n1Cc1ccco1	17.8	i	i	i	i	i	i	i	i	-0.4	i
CCCCC/S(CC1CC1(Cl)Cl)=N\S(=O)(=O)c1ccc(C)cc1 (stereo not given)	20.4	i	i	i	i	i	i	i	i	-0.1	i
O=C(C1CC1)N(CCN(C(=O)C1CC1)c1ccccc1)c1ccccc1	20.2	i	i	i	i	i	i	i	i	-47.2	i
O=C(O)CCNC(=O)c1ccc(NC(=O)C(c2ccccc2)c2ccccc2)cc1	25.5	i	i	i	i	i	i	i	i	-0.1	i
Cc1c(C(=O)Nc2ccccc2)sc2nc[nH]c(=O)c12	2.6	i	i	i	i	i	i	i	i	0.4	i

More structures:
SMILES	AI-2 QS modul	MrgX1 allo act	MrgX1 antag	TRPC6 inh	MrgX1 agonist	TRPC4 agonist	PolyA inhibitor	TRPC4 block	TRPC6 act	HIF activator	TRPC4 PAM
CCN(C(=O)COc1cc(=O)n(C)c2ccccc12)c1cccc(Cl)c1	2.7	i	i	i	i	i	i	i	i	-1.1	i
Cc1c(C(=O)N2CCN(c3ccccn3)CC2)cccc1[N+](=O)[O-]	28.5	i	i	i	i	i	i	i	i	-0.7	i
Cc1ccccc1CN1CCN(c2nc3ccccc3s2)CC1	10.0	i	i	i	i	i	i	i	i	2.8	i
Cc1ccc2nc(-c3ccc(N4C(=O)CC(N5CCC(C(N)=O)CC5)C4=O)cc3)sc2c1 (stereo not given)	20.6	i	i	i	i	i	i	i	i	2.6	i
CC(=O)Nc1ccc(S(=O)(=O)N(Cc2ccccc2)c2ccccn2)cc1	21.5	i	i	i	i	i	i	i	i	-1.1	i
CCOC(=O)C1=C(COC(=O)COc2cc(C)ccc2C)NC(=O)NC1C (stereo not given)	7.2	i	i	i	i	i	i	i	i	0.0	i
CCOc1cc(C(=O)Nc2ccc(S(=O)(=O)Nc3cc(C)on3)cc2)cc(OCC)c1OCC	8.9	i	i	i	i	i	i	i	i	0.1	i
C=CCON/C(CCC)=C1\C(=O)C(C(=O)OC)C(C)(C)CC1=NC (stereo not given)	9.4	i	i	i	i	i	i	i	i	-0.1	i
Cc1nnc(SCc2ccc(C(=O)Nc3cc(Cl)ccc3C)cc2)s1	-23.6	i	i	i	i	i	i	i	i	1.0	i
COCC(C)n1c(SCC(=O)c2cc(C)n(C)c2C)nc2ccccc2c1=O (stereo not given)	36.0	13.4*	i	i	i	i	i	i	i	-0.5	i
CCOc1ccc(OCCC(=O)OCC(=O)NC2CCCCC2)cc1	24.4	i	i	i	i	i	i	i	i	-0.2	i
COc1ccc(-n2c(C)c(C)c3c(NCCN(C)C)ncnc32)cc1	12.7	i	i	i	i	i	i	i	i	0.5	i
COC1CCCN(Cc2cn(C)nc2-c2ccc(Oc3ccccc3)cc2)C1 (stereo not given)	13.6	i	i	i	i	i	i	i	i	0.1	i

Some of the compounds tested. The share of hits here may be higher or lower than overall.
